# Screening results: PubChem, several laboratories
# Hep lipid drop = hepatic lipid droplet formation modulation. AID 1656. AML12 mouse hepatocytes, oleate lipid droplets, BODIPY imaging. hit rate 0.4% among 240,000. inhibition, % at 6.5 µM;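 active = lipid droplet intensity inhibited by at least 50%, with more than 500 cells counted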
#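 Assay system: AML12 hepatocytes (mouse); Probe or stimulus: oleic acid at 100 µM to induce lipid droplet formation; Dosing: compound at 6.5 µM only; Schedule: compound with oleate, overnight; Detection: fluorescence imaging, 20x objective, two fields per well; Measure: % inhibition of lipid droplet signal.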
# bCat nuc transl = beta-catenin nuclear translocation modulation; hit rate 0.3% among 190,000; nuclear translocation activity, % at 5 µM; AID 1665; HeLa beta-catenin nuclear translocation, immunofluorescence imaging;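 active = nuclear translocation activity above 50% at 5 µM, with a well cell count of 50 or more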;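 note: per-cell ratio of nuclear to cytoplasmic median beta-catenin stain intensity; plate controls were DMSO negative control for no effect and GSK-3 inhibitor IX positive control for full effect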
#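 Technique: fluorescence imaging of beta-catenin antibody stain plus DAPI / Material: human HeLa cell line / Incubation: compound treatment 24 h, 37°C, 5% CO2 / Read-out basis: % activation of per-cell nuclear versus cytoplasmic median beta-catenin signal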
# Dynein cargo inh = blocks dynein driven cargo transport along microtubules | 3617.4 mouse cells, GR-EGFP nuclear translocation imaging; test concentration mostly 20 µM; stimulated with dexamethasone, 1 µM; hits give low values | z-score, hits read low | hit rate 0.47% among 220,000 | AID 1381;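 active = plate z-score of nuclear minus cytoplasmic receptor signal below a set negative limit, without overly bright fluorescence or cell loss, cut at about -3.5 in these data, passing the limit was not always enough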;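 note: z-score of nuclear minus cytoplasmic ring GR-EGFP intensity difference per well; some compounds called inactive have numbers as strong as hits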
#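 medium = tetracycline-free induction medium containing charcoal-stripped FBS | probe or stimulus = dexamethasone, 1.0 µM final | timing = 48 h induction, then 1 h compound, then 30 min agonist, 37 °C | detection = automated 10x imaging of fixed Hoechst-stained cells | read-out basis = nuclear versus cytoplasmic GR-EGFP signal, averaged per well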
# ER stress rescue = rescue of cells from ER stress-induced death, primary screen, 384-well, CSM14.1, thapsigargin, ATP luminescence (AID 1222). CSM14.1 thapsigargin-induced death rescue, ATP luminescence; higher % means a stronger effect. one-dose cellular ATP content (survival), % at 20 µM; EC50 in µM for titrated hits. 190,000 tested, under 10 active;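 active = EC50 below 50 µM in the dose-response confirmation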;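 note: death triggered by thapsigargin at about 15 µM added after 2 h compound pretreatment; cell ATP read after overnight thapsigargin exposure of roughly 18 to 22 hours; normalized against plate controls of thapsigargin alone and 5% DMSO vehicle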
# Autophagy mod = modulators of autophagy | MEF GFP-LC3 puncta imaging; test concentration mostly 10 µM | calls only at 10 µM (by protocol) | hit rate 0.98% among 190,000;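 active = percentage of spot-positive cells more than 3 SD above its plate mean, without a fluorescence outlier flag or 80% toxicity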;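 note: spot-positive cell cutoff set from DMSO-treated cells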
# T cell modulator = T cell immune modulators affecting CD8 T cell-vesicle binding; hit rate 0.068% among 330,000; AID 2052; calls only at 7 µM; 2C CD8+ T cell-vesicle binding, flow cytometry; hits give low values;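 active = response, share of CD8 T cells binding vesicles, and their 90th percentile fluorescence all below set limits, cut at about 80% in these data, passing the limit was not always enough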
#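 System: murine 2C transgenic CD8+ T lymphocytes; also added: QL9-loaded Drosophila micro-vesicles; times: binding 1.5 h at 37 °C; measured by: flow cytometry, PE anti-B7-1 (FL2) versus Alexa647 anti-CD8 (FL8), PFA-fixed; control set: Peptide-free naked vesicles (low) and QL9 vesicles with 0.7% DMSO vehicle (high)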
# Salmonella PhoP GFP = inhibitors of PhoP regulon expression, primary screen, Salmonella Typhimurium, GFP reporter (AID 1863); S. Typhimurium PhoP-regulated promoter GFP reporter, 4 h; higher % means a stronger effect; inhibition, % at 50 µM; hits with a dose series show IC50 in µM; hit rate 0.16% among 300,000;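 active = inhibition over 29.93%, a cutoff 3 SD above the screen mean, later confirmed by dose response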;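 note: 0% = low Mg2+ inducing control and 100% = high Mg2+ repressing control; strong numbers were not always called active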
# MT stabilizer = microtubule stabilizers in HeLa cells; AID 2205; hit rate 0.83% among 200,000; HeLa tubulin immunostaining HCS, 24 h; share of cells brighter than vehicle mean+2SD; % tubulin-high responders, % at 10 µM;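 active = plate Z-score above 3 for both tubulin-high and condensed-nucleus cell shares, with cell loss under 80%, at 10 µM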;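 note: anti alpha tubulin signal scored within the nucleus-defined area of each cell; some results filed as inactive read as strong as hits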
# Insulin prom up = MIN6 insulin promoter up-regulation | MIN6 insulin promoter-GFP reporter, high-content imaging; hits give high values | z-score at 5 µM | hit rate 0.3% among 190,000;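 active = z-score above 3 at 5 µM with at least 500 cells counted in the well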
# Dynein cargo inh cytoplasmic EGFP = also measured in Dynein cargo inh; calls as there; z-score; measured here: cytoplasmic GR-EGFP intensity; hits give high values
# Dynein cargo inh nuclear GR-EGFP = also measured in Dynein cargo inh; calls as there; z-score; measured here: nuclear GR-EGFP intensity;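 lower value marks the stronger effect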
# Dynein cargo inh cell count = second read-out of Dynein cargo inh, no call of its own (marks repeat the call); z-score; measured here: cell count per field
# Insulin prom up cell count = also measured in Insulin prom up; calls as there; cell count; measured here: cytotoxicity, nuclei count;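 total cells summed across four imaged fields per well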
# Hep lipid drop cells 6.5 µM = also measured in Hep lipid drop; calls as there; cell count; measured here: cell count, cytotoxicity flag;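 cells counted across two imaged fields per well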
# bCat nuc transl cell count 5 µM = also measured in bCat nuc transl; calls as there; cell count; measured here: cell count, cytotoxicity flag
# T cell modulator vesicle-bound % = further read-out of T cell modulator, marked with its call; double positive events, %; measured here: CD8+ vesicle-bound cell fraction;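 binding gate set so that unloaded-vesicle control wells show 10% double positive cells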
# MT stabilizer Hoechst-high % = further read-out of MT stabilizer, marked with its call; % Hoechst-high responders; measured here: nuclear condensation Hoechst responders;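 share of cells brighter than vehicle mean plus two SD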
# MT stabilizer cytotoxicity % = also measured in MT stabilizer; calls as there; toxicity, %; measured here: cytotoxicity by cell density;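 0% = mean cell density of plate MIN control wells and 100% = no cells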
# Autophagy mod cell loss 18 h = recorded beside Autophagy mod, whose call it bears; toxicity, %; measured here: cell loss, nuclei count;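 cell loss after 18 h compound exposure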
# Starred values were filed as active, the others as inactive; i = inactive; nt = not tested or not shown. Outcome played no part in choosing rows; overall some 3% were active at least once.
SMILES	Hep lipid drop	Hep lipid drop cells 6.5 µM	bCat nuc transl	bCat nuc transl cell count 5 µM	Dynein cargo inh	Dynein cargo inh cytoplasmic EGFP	Dynein cargo inh nuclear GR-EGFP	Dynein cargo inh cell count	ER stress rescue	Autophagy mod	Autophagy mod cell loss 18 h	T cell modulator	T cell modulator vesicle-bound %	Salmonella PhoP GFP	MT stabilizer	MT stabilizer Hoechst-high %	MT stabilizer cytotoxicity %	Insulin prom up	Insulin prom up cell count
Cc1nc2ccccc2c2nc(N)nn12	21	782	-2.7	1148	2	-0.26	0.72	-0.26	-0.9%	i	20	i	22	3%	2.8	2.7	2.2	-0.13	1221
CN(CC1CCOCC1)C(=O)CC1C(=O)NCCN1C/C=C/c1ccccc1 (stereo unspecified)	-5	745	-3.1	984	-0.75	-0.25	-0.55	0.53	0.1%	i	7	i	32	7%	3.5	2.0	6.3	-1	1478
O=C(NS(=O)(=O)c1ccccc1Cl)c1ccc[nH]1	18	754	1.8	543	-0.45	-0.29	0.7	-0.14	-1.8%	i	18	i	8	-3%	4.0	3.4	11	0.83	1397
COc1ccc(CNC(=O)C2CCCN2S(=O)(=O)c2ccc(Cl)cc2)cc1 (stereo unspecified)	-6	730	-1.5	1091	2.1	-0.21	0.93	-0.45	0.2%	i	45	i	35	-3%	3.6	2.0	4.8	0.19	1148
COc1cc(C(O)P(=O)(OC(C)C)OC(C)C)cc(OC)c1OC (stereo unspecified)	-16	652	0.0	1091	-1.2	-0.22	-0.43	1.2	-1.9%	i	-2	i	22	-17%	1.9	2.3	2.8	0.51	1601
Cc1cc(NC(=O)Cc2ccccc2)c2ccccc2n1	-43	641	0.9	1054	0.2	-0.14	0.11	-0.095	-0.2%	i	17	i	14	-6%	3.3	1.5	7.3	-1.1	506
CCc1cc(SC#N)ccc1N	9	696	-0.2	1067	-0.63	-0.34	0.08	0.47	4.5%	i	-10	i	39	-5%	5.9	2.2	6.3	-0.12	1087
O=S1(=O)C[C@@H](O)[C@@H](Nc2ccccc2)C1	20	698	-0.8	1339	-0.86	-0.23	-0.46	0.5	nt	nt	nt	i	30	-9%	nt	nt	nt	-0.07	1039
CC(C)CCNC(=O)c1ccc2c(SCC(=O)O)c3c(nc2c1)CCCC3	-22	754	-4.8	620	-0.91	-0.18	0.29	0.33	-3.0%	i	10	i	16	-8%	3.4	3.8	1.2	0.11	1225
CCc1sc(NC(=O)C(C)C)nc1-c1ccccc1	-10	596	3.6	850	-0.62	-0.3	-0.014	1.4	-0.9%	i	5	i	28	7%	6.2	2.4	9.9	0.06	1544
CCOc1ccc2nc3sc(C(=O)N4CCOCC4)c(N)c3cc2c1	-7	697	1.0	1487	0.084	-0.22	-0.049	-0.11	-1.0%	i	-19	i	32	1%	1.7	1.8	6.4	0.19	1166
COC(=O)c1sccc1NN1C(=O)c2ccccc2C1=O	6	693	-1.9	1185	-0.94	-0.27	-0.51	0.46	nt	nt	nt	i	11	-4%	nt	nt	nt	-0.46	1421
COc1cc(S(=O)(=O)NCC2OCCc3ccccc32)ccc1-n1cnnn1 (stereo unspecified)	-20	747	-2.9	1023	1.3	-0.21	0.47	-0.71	-0.8%	i	7	i	20	-12%	1.8	1.7	7.4	-1.1	755
COc1cc(C2CC(C(F)(F)F)n3ncc(C(=O)O)c3N2)cc(OC)c1OC (stereo unspecified)	-3	614	-1.3	1112	-0.22	0.093	0.54	0.085	-1.6%	i	-1	i	39	0%	4.0	1.5	4.0	nt	nt
O=c1oc2ccccc2c(O)c1/C=C1\C=Nc2ccccc21	nt	nt	nt	nt	-0.37	-0.08	-0.71	-0.39	6.6%	i	-19	i	50	-1%	3.0	2.4	3.3	nt	nt
COc1cc(/C=N\NC(=O)c2ccc(Cn3cc(Br)c([N+](=O)[O-])n3)o2)cc(OC)c1O	5	673	-1.9	907	0.56	-0.23	0.4	0.26	-2.7%	i	4	i	46	6%	2.7	1.8	3.7	0.3	1238
O=C(Nc1nccs1)C12CC3CC(C1)CC(C(=O)Nc1nccs1)(C3)C2	nt	nt	7.0	1103	-0.83	-0.21	-0.26	0.68	0.9%	i	-5	i	33	-1%	2.8	2.3	9.1	-0.57	967
CC(=C1C(=O)c2ccccc2C1=O)N1CCN(c2ccccn2)CC1	5	787	-0.2	1027	0.87	-0.21	0.22	-0.91	2.6%	i	-1	i	40	3%	2.5	1.7	6.4	0.07	1251
Cc1nn(C(C)C(=O)Nc2ccc3c(c2)OCO3)c(C)c1[N+](=O)[O-] (stereo unspecified)	-7	721	-1.3	1219	1.2	-0.28	0.88	-0.72	-0.1%	i	-10	i	16	0%	4.6	2.1	7.6	-0.83	1342
Cc1ccc2sc(-c3ccc(NC(=O)/C=C\C(=O)O)cc3)nc2c1	-16	735	0.3	1048	2.1	-0.33	0.49	-1.8	-3.5%	i	-3	nt	nt	-10%	3.0	2.8	7.2	0.79	1201
Cc1ccc(NC(=O)CCC(=O)OCCCC(F)(F)C(F)(F)F)cc1	nt	nt	-2.2	951	1.1	-0.19	0.47	-0.26	-0.2%	i	18	i	30	-4%	1.7	2.1	11	0.17	1388
O=C(CSc1nnc(CNC(=O)c2ccco2)o1)NC1CCCC1	-25	734	-1.2	1198	0.35	-0.086	0.12	0.026	-2.7%	i	-6	i	16	-4%	2.9	1.6	10	1.3	1274
CCn1nnnc1SCC(=O)c1cc(Cl)ccc1OC	0	718	-1.4	926	-1.3	-0.32	-0.49	0.95	1.9%	i	-7	i	51	-8%	2.3	1.8	4.3	-0.33	1653
Cc1ccc(-c2csc(N3C(=N)SCC3=O)n2)cc1	-18	646	-0.4	1328	0.064	-0.26	0.95	-0.13	nt	nt	nt	i	28	-8%	nt	nt	nt	-0.1	1038
C=CCNC(=S)NNC(=O)COc1c(Cl)cc(Cl)cc1Cl	2	606	-1.2	1174	-0.64	-0.29	-0.53	0.62	1.3%	i	16	i	48	-9%	3.6	2.6	4.1	0.24	1573
O=C(NCc1ccc2c(c1)OCO2)c1ccc(Cl)nc1	5	679	0.8	1073	2.8	-0.25	1.2	-3	-0.7%	i	-6	i	33	1%	2.5	1.9	7.2	1.2	1177
COc1ccc(N2CCN(C(=O)CSc3ccccc3)CC2)cc1	-10	662	-2.7	1248	1.8	-0.34	-0.067	-0.32	0.0%	i	-3	i	18	3%	5.3	1.9	4.0	-1.1	1282
CS(=O)(=O)N(CC(=O)Nc1ccc(C(N)=O)cc1)C1CCCCC1	7	835	nt	nt	0.049	-0.32	0.11	0.4	-0.5%	i	-9	i	15	-10%	1.7	1.7	2.5	0.47	1038
O=C(COc1ccc(Br)cc1)N(Cc1ccccc1)c1ccccn1	-60	595	nt	nt	-0.56	-0.25	-0.71	0.81	6.5%	i	-4	i	46	-1%	4.1	2.9	4.3	-0.89	1445
COC(=O)[C@@]1(Cc2ccc(F)cc2)[C@H]2c3cc(C(=O)N4CCCC4)n(CCO)c3C[C@H]2CN1C(=O)c1ccccc1	nt	nt	-3.2	524	-0.38	0.0078	0.15	0.78	-1.3%	i	9	i	46	3%	2.5	3.1	13	0.95	1256
CC(NC(=O)c1cc(S(=O)(=O)N(C)C)ccc1N1CCCC1)C1CC2CCC1C2 (stereo unspecified)	-8	652	-0.2	1055	0.63	-0.25	0.16	-0.51	-0.2%	i	-2	i	39	0%	2.0	1.8	2.6	-0.7	1337
Oc1c(Br)cc(Br)cc1/C=N/c1nc2c(s1)CCCC2	nt	nt	nt	nt	0.21	-0.16	0.59	0.66	nt	i	17	i	36	0%	4.4	2.3	9.2	nt	nt
Cc1cccc(-n2c(SCc3ccc([N+](=O)[O-])cc3)nnc2-c2c[nH]c3ccccc23)c1	-10	736	0.4	1473	1.3	-0.091	1.2	-1.9	3.6%	i	19	i	18	3%	7.8	2.5	0.3	-1.6	1241

# In a second layout: entries from further up.
# Each structure is followed by: Hep lipid drop	Hep lipid drop cells 6.5 µM	bCat nuc transl	bCat nuc transl cell count 5 µM	Dynein cargo inh	Dynein cargo inh cytoplasmic EGFP	Dynein cargo inh nuclear GR-EGFP	Dynein cargo inh cell count	ER stress rescue	Autophagy mod	Autophagy mod cell loss 18 h	T cell modulator	T cell modulator vesicle-bound %	Salmonella PhoP GFP	MT stabilizer	MT stabilizer Hoechst-high %	MT stabilizer cytotoxicity %	Insulin prom up	Insulin prom up cell count
COc1ccc(N2CCN(C(=O)CSc3ccccc3)CC2)cc1
 : -10	662	-2.7	1248	1.8	-0.34	-0.067	-0.32	0.0%	i	-3	i	18	3%	5.3	1.9	4.0	-1.1	1282
CS(=O)(=O)N(CC(=O)Nc1ccc(C(N)=O)cc1)C1CCCCC1
 : 7	835	nt	nt	0.049	-0.32	0.11	0.4	-0.5%	i	-9	i	15	-10%	1.7	1.7	2.5	0.47	1038
